# Screening results from PubChem BioAssay.
# Diaphorase inh: diaphorase inhibitors and chemical oxidizers, primary screen, counter-screen for diaphorase-coupled primary assays, biochemical, uHTS, resorufin fluorescence; diaphorase resazurin-to-resorufin fluorescence, NADH, 16 min; bacterial (C. kluyveri) enzyme, not human; actives 0.69% (n = 190,000); AID 1217, 2008; inhibition, % at 20 µM;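 active = primary screen inhibition at 20 µM above a set limit, cut at about 50% in these data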;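 note: plate controls were DMSO with full reaction for no effect and wells lacking NADH for full effect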
#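 System: Diaphorase enzyme from Clostridium kluyveri | Amount: Enzyme working solution with 0.14 U/mL diaphorase | Benchmarks: No-NADH positive control and DMSO neutral control | Signal: Fluorescence of resorufin formed from resazurin, Ex 544/Em 590 nm | Schedule: 16-min room-temperature incubation before reading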
# PMI act hi M6P: human PMI activators, high substrate, primary screen, biochemical, fluorescence intensity, near-saturating mannose 6-phosphate. actives 0.34% (n = 190,000). AID 1216, 2008. activation factor at 20 µM. Mannose-6-phosphate isomerase (Homo sapiens), P34949. coupled PMI enzyme assay, resazurin fluorescence, 20 min; hits give high values; 1 = untreated enzyme, 0 = substrate-free blank;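 active = activation factor of 2 or more at 20 µM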
#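 assay system = human phosphomannose isomerase with PGI, G6PDH, diaphorase coupling enzymes | quantity = 15 ng/mL PMI | incubation = enzyme reaction with compound 20 min at room temperature | medium = HEPES pH 7.4 buffer with MgCl2 and Tween-20 | compound dosing = one concentration, 20 µM, in 1% DMSO | measured by = Diaphorase-driven resazurin-to-resorufin fluorescence, excitation 544, emission 590 nm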
# FLuc act counter: FLuc activators, initial screening, artefact control for FLuc-dependent activation tests, biochemical, ATPlite luminescence | activation factor at 10 µM | ATPlite luciferase biochemical, 10 min; 0 = ATP-free wells, 1 = DMSO control | 200,000 tested, under 10 active;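 active = luciferase activation factor, scaled between plate controls, of at least 2 with compound at 10 µM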
# Target sequence (P08659 whole entry, looked up): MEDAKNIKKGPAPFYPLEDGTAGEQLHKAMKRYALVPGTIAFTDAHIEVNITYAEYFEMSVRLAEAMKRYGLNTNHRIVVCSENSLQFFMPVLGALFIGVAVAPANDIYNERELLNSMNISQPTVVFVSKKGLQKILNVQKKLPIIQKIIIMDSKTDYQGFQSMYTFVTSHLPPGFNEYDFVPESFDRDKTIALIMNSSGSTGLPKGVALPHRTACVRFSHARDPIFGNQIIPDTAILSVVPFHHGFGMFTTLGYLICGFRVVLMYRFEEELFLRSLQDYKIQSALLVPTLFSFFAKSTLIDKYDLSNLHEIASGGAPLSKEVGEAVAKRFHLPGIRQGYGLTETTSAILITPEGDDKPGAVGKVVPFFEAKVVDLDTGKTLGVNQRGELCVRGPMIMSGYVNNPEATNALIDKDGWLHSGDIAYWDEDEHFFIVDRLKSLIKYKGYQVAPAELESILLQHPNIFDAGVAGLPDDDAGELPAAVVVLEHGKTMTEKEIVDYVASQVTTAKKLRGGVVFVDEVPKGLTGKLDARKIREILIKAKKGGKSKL
#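 assay system = Luciferase/luciferin detection reagent, cell-free biochemical luciferase assay | also added = ATP substrate | times = 10 min post-reagent at room temperature | measured by = luminescence from luciferase reaction | measure = luciferase activation, seen as luminescence increase over controls | benchmarks = low control with PBS replacing ATP, high control enzyme plus ATP without compound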
# HMGR II inh: inhibitors of E. faecalis class II HMGR, primary screen, biochemical, Enterococcus faecalis. inhibition, % at 10 µM. purified E. faecalis HMGR, NADPH absorbance 340 nm kinetic. actives 0.41% (n = 190,000). HMG-CoA reductase (Enterococcus faecalis, mvaE);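 active = inhibition above a set limit, the median over all tested compounds plus 3 SD, cut at about 9.5% in these data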;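 note: enzyme runs in reverse so mevalonate oxidation gives rising NADPH absorbance; 0% = complete reaction with DMSO and 100% = background rate lacking mevalonate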
# TNAP inh no acc: human TNAP enzyme inhibitors, primary screen, biochemical, luminescent, no phosphate acceptor, uHTS; Alkaline phosphatase, tissue-nonspecific isozyme (Homo sapiens), P05186; purified TNAP, CDP-star luminescence, 30 min; actives 0.26% (n = 200,000); AID 1012, 2008; inhibition, % at 20 µM;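 active = tissue-nonspecific alkaline phosphatase inhibition above about 50% at 20 µM in the single-dose screen, limit read from the data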;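 note: 0% = DMSO negative control and 100% = EDTA positive control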
# Target sequence (P05186 whole entry, looked up): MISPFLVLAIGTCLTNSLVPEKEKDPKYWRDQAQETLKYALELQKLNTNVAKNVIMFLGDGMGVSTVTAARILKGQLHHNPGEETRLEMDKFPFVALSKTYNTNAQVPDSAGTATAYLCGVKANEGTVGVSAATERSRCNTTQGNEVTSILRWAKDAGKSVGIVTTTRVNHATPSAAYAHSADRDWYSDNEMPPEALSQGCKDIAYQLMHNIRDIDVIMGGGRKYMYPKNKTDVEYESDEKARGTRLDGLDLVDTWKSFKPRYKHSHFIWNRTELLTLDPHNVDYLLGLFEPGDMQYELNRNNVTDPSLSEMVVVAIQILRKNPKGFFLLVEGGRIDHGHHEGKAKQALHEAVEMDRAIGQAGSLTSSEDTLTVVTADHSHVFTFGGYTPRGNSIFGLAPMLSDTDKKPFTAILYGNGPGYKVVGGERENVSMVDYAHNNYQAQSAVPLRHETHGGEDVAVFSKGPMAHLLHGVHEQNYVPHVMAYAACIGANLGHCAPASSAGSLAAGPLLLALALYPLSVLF
# G6PDH CS: L. mesenteroides G6PDH inhibitors, counter-screen for G6PDH-coupled screening assays, biochemical, Leuconostoc mesenteroides enzyme | inhibition, % at 5 µM | Purified L. mesenteroides G6PDH, diaphorase/resazurin coupled fluorescence, 45 min | glucose-6-phosphate dehydrogenase [Leuconostoc mesenteroides] | actives 0.12% (n = 200,000); in the data active = inhibition above about 50%
# PMI activator: activators of human PMI, primary screen, biochemical, fluorescence intensity, near-Km mannose 6-phosphate; Mannose-6-phosphate isomerase (Homo sapiens), P34949; purified human PMI, coupled resazurin fluorescence, 20 min; hits give high values; 1 = vehicle control, 0 substrate-free wells; activation factor at 20 µM; actives 0.005% (n = 190,000);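 active = activation factor of 2 or more at 20 µM, relative to plate controls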
# Diaph act CS: compounds boosting diaphorase resazurin reduction – biochemical, uHTS, resorufin fluorescence, counter-screen for diaphorase-coupled primary assays, primary screen | Diaphorase/resazurin coupled assay, 16 min; hits give high values; 1 = vehicle wells, 0 = NADH-free wells | activation factor at 20 µM | actives 0.005% (n = 190,000);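 active = diaphorase activity raised at least twofold by the compound at 20 µM; inactive = activation factor below 2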
#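 Material: Clostridium kluyveri diaphorase, purified enzyme; Quantity: enzyme 0.07 U/mL final; Medium: HEPES pH 7.4 buffer with MgCl2 and Tween 20; Dosing: single compound dose of 20 µM, 1% DMSO final; Schedule: 16 min reaction at room temperature; Measured by: red resorufin fluorescence at 544/590 nm excitation/emission.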
# TNAP inh hi DEA: human TNAP enzyme inhibitors, primary screen, biochemical, luminescent, high phosphate acceptor level, uHTS | purified TNAP, CDP-star luminescence, 1 M DEA | actives 0.03% (n = 200,000) | inhibition, % at 20 µM | Alkaline phosphatase, tissue-nonspecific isozyme (Homo sapiens), P05186 | AID 1135, 2008;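 active = over 50% inhibition of tissue-nonspecific alkaline phosphatase at 20 µM in the single-dose screen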;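 note: plate controls were DMSO wells for no effect and EDTA-quenched wells as full inhibition for full effect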
# TNAP act hiacc: TNAP activators at high phosphate acceptor level, primary screen, biochemical, luminescence, uHTS; purified TNAP, CDP-star luminescence, 1 M DEA, 30 min; hits give high values; 0 = EDTA background, 1 = DMSO-only activity; activation factor at 20 µM; 200,000 tested, under 10 active; Alkaline phosphatase, tissue-nonspecific isozyme (Homo sapiens), P05186;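 active = activation factor at least 2 at 20 µM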
#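 Control set: EDTA negative control, DMSO positive control / Assay system: human TNAP / Quantity: TNAP 1/800 final / Evaluation: TNAP activation factor scaled between EDTA and DMSO control wells / Measured by: luminescent substrate turnover signal / Compound dosing: one dose, 20 µM / Times: 30 min enzyme reaction at room temperature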
# * hit, by the source's call. Rows are unselected; overall some 1.7% were active at least once.
# The opening five compounds (preview)
SMILES,Diaphorase inh,PMI act hi M6P,FLuc act counter,HMGR II inh,TNAP inh no acc,G6PDH CS,PMI activator,Diaph act CS,TNAP inh hi DEA,TNAP act hiacc
COC(=O)C(C)Sc1ccc2nnc(-c3ccc(F)cc3)n2n1 (configuration not stated),11,1,1.1,-3,3,6,1.1,0.9,0,1
COCCNc1cc(C)nc2ccccc12,4,0.9,1.1,2,-13,4,0.9,1,-4,1
O=C(COC(=O)C1(c2ccc(Cl)cc2)CCCC1)N1CCc2ccccc21,17,0.9,1,-2,-14,6,0.9,0.8,-1,1
Cc1ncc([N+](=O)[O-])n1CC(=O)N/N=C/c1ccccc1F,6,1.1,1.1,-10,-2,6,1,0.9,-1,1
CCCC(CCC)C(=O)NNc1cc(=O)c2c(=O)n(C)c(=O)n(C)c2[nH]1,8,0.9,1.1,1,-8,3,1,0.9,0,1

# The whole of this part, from the start:
SMILES,Diaphorase inh,PMI act hi M6P,FLuc act counter,HMGR II inh,TNAP inh no acc,G6PDH CS,PMI activator,Diaph act CS,TNAP inh hi DEA,TNAP act hiacc
COC(=O)C(C)Sc1ccc2nnc(-c3ccc(F)cc3)n2n1 (configuration not stated),11,1,1.1,-3,3,6,1.1,0.9,0,1
COCCNc1cc(C)nc2ccccc12,4,0.9,1.1,2,-13,4,0.9,1,-4,1
O=C(COC(=O)C1(c2ccc(Cl)cc2)CCCC1)N1CCc2ccccc21,17,0.9,1,-2,-14,6,0.9,0.8,-1,1
Cc1ncc([N+](=O)[O-])n1CC(=O)N/N=C/c1ccccc1F,6,1.1,1.1,-10,-2,6,1,0.9,-1,1
CCCC(CCC)C(=O)NNc1cc(=O)c2c(=O)n(C)c(=O)n(C)c2[nH]1,8,0.9,1.1,1,-8,3,1,0.9,0,1
COc1ccc(-c2nc3ccccc3s2)cc1NC(C)=O,4,1,0.8,-3,-9,2,1,1,-2,1
COc1ccccc1-c1ccc(/C=C2/C=C(C)OC2=O)o1,16,2*,1,-4,20,-1,1.6,0.8,6,0.9
COc1ccc(Cl)cc1NC(=O)N1CCC(C)CC1,15,0.8,1,0,-8,19,0.9,0.9,-6,1.1
CCN1CCN(c2ccc(S(=O)(=O)N(CC)CC)cc2[N+](=O)[O-])CC1,4,0.9,1,-1,-2,9,0.9,1,9,0.9
Cn1ccnc1C1CCCCN1Cc1nc(-c2ccc3c(c2)OCO3)no1 (configuration not stated),2,1.1,1.1,-6,-6,5,1,1,-4,1
COc1ccccc1-c1nnc(NC(=O)OCC(C)C)s1,-5,1.1,1,-2,-15,4,1.2,1.1,-2,1
CCSc1nc2cc(C(=O)OC)ccc2c(=O)n1CC,14,0.9,1,-2,-5,4,1,0.9,-1,1
CN(C)c1ccc(C=NCC2(O)CCOC(C)(C)C2)cc1 (configuration not stated),-2,1.1,0.9,-7,-4,-7,1,1,7,0.9
Cc1cccc(C)c1NC(=O)N1C(C(=O)O)CSC1C(=O)O (configuration not stated),4,0.8,1,-1,0,26,1,1,-6,1.1
CCN(CC)S(=O)(=O)c1ccc2oc(C(=O)NC3CCCc4ccccc43)c(C)c2c1 (configuration not stated),9,0.9,1.1,-5,-4,4,0.9,0.9,-5,1
O=C(Nc1ccc(F)c(F)c1)c1cc(S(=O)(=O)N2CCN(c3ccccn3)CC2)ccc1F,23,1,1,0,-9,-1,0.9,0.8,-5,1.1
Cn1c(N)c(C(=O)c2ccc(C#N)cc2)c(=O)n(C)c1=O,9,1,1.1,-2,-5,-1,0.9,0.9,-2,1
CC(C)Sc1nnc(NC(=O)c2ccco2)s1,10,0.9,0.6,0,-19,13,0.9,0.9,-5,1
CCc1ccc(N/C(SC)=C(/C#N)C(N)=O)cc1,10,1,1,-7,-3,7,0.9,0.9,0,1
O=C(Nc1ccccc1N1CCN(c2ccc(F)cc2)CC1)C12CC3CC(CC(C3)C1)C2,16,0.9,1,-1,-5,4,0.9,0.8,0,1
O=C(Oc1ccc(Cl)c2cccnc12)N1CCCCCC1,10,1,1,-4,-12,-4,1,0.9,-6,1.1
COc1ccc(/C=N/NC(=O)c2cccc(COCC(F)(F)C(F)F)c2)cc1,17,1,0.8,1,-14,-6,0.9,0.8,-4,1
CC(NS(=O)(=O)c1ccc(CCC(=O)NCC2CCCO2)cc1)c1ccccc1 (configuration not stated),-7,1.1,1.1,-2,-7,7,1.1,1.1,-4,1
CCOC(=O)CC1C(=O)NCCN1S(=O)(=O)c1ccc(C)cc1 (configuration not stated),9,0.9,1,3,-2,1,0.9,0.9,-2,1
CCOC(=O)c1ccc(Cl)c(S(=O)(=O)N2CCCC2)c1,13,1,1.1,-2,-11,-1,1,0.9,-5,1.1
CCOc1ccc(CC(=O)NNC(=O)NC2CCCCC2)cc1,10,1,1.1,-2,-15,-2,1,0.9,-9,1.1
C=CCSc1cc(C)nc2c(-c3ccc(Cl)cc3)c(C)nn12,19,0.9,1,-6,-9,5,0.9,0.8,-3,1
CCOC(=O)C1(CCCc2ccccc2)CCN(CC(O)CO)CC1 (configuration not stated),-14,1.1,1,-6,-6,11,1,1.1,-3,1
CCc1cc(=O)oc2cc3occ(C)c3cc12,9,0.9,1,1,-11,10,0.9,0.9,-4,1
O=C(CNC(=O)c1ccccc1)OC1CCCCC1,4,1,0.5,-3,-9,-4,1,1,-1,1
Cn1nnnc1SCc1csc(Nc2ccccc2)n1,13,1,1,-9,-11,1,0.9,0.9,-1,1
COCCCNC(=S)NNC(=O)c1ccc2c(c1)OCO2,1,1,1,1,-16,-3,1,1,1,1
Cc1nnc(NC(=O)c2oc3c(ccc4ccccc43)c2C)s1,11,1,1.1,-9,-7,-1,1,0.9,-2,1
Cc1ccc(-c2nn(CC(=O)NCc3ccccn3)c(=O)c3ccccc23)cc1S(=O)(=O)N(C)C,-5,1.2,1.1,8,2,4,1.3,1,-3,1
CC(C)N(Cc1nc(-c2ccccc2)no1)C(=O)CN(C)S(=O)(=O)c1ccccc1,2,1,1.1,-5,0,-12,1,1,-5,1
CC1=C(C(=O)OCC2CCCO2)C(c2ccc(Cl)cc2)NC(=O)N1 (configuration not stated),3,0.9,1.1,1,-3,3,1,1,0,1
O=C(NCc1ccco1)/C(=C/c1cccnc1)NC(=O)c1ccco1,8,1,1.1,1,-12,4,1,0.9,-5,1
CS(=O)(=O)n1nc(-c2ccc(Cl)cc2)nc1SCc1ccccc1,12,1,1,-3,68*,5,0.9,0.9,0,1
CCCCNC(=S)NNC(=O)CCn1nc(C)c(Br)c1C,11,1,1.1,-1,-35,1,1.1,0.9,-3,1
O=C(CSc1nnc(-c2c[nH]c3ccccc23)o1)c1ccc(-c2ccccc2)cc1,-3,0.9,0.9,0,-4,-34,0.9,1,2,1
Cc1ccc([N+](=O)[O-])cc1NC1CC(O)C(CO)O1 (configuration not stated),9,1,1.1,0,-5,21,0.9,0.9,-1,1
Cc1ccc(C(=O)OC2=CC(=O)CC(C)(C)C2)cc1,-7,1.1,1,0,-4,20,1.1,1.1,-6,1.1
CC(C)(C)NC(=O)c1ccc(COc2ccccc2Br)o1,12,1,1,-1,-13,0,1,0.9,-5,1
O=C(CSCSCC(=O)NCC1CCCO1)NCC1CCCO1 (configuration not stated),-12,1.1,1.1,-3,-6,8,1.1,1.1,-11,1.1
Nc1nnc(-c2ccccc2)c(-c2ccccc2)n1,18,0.8,1,-6,-11,-11,0.8,0.8,1,1
CCOC(=O)Cc1csc(NC(=O)CCCCCN2C(=O)c3ccccc3C2=O)n1,-1,1,1,-2,-4,10,1,1,-6,1.1
O=C(C1CC(c2ccc(F)cc2)=NO1)N1CCCc2ccccc21 (configuration not stated),0,1,1,-3,-8,4,0.9,1,-5,1.1
CCN(CC)CCN(Cc1cc2cc3c(cc2[nH]c1=O)OCCO3)C(=S)NCC1CCCO1 (configuration not stated),-4,0.9,0.9,-3,0,-2,1,1,4,1
CCn1c2ccccc2c2cc(CN3CCN(S(=O)(=O)CC)CC3)ccc21,25,0.9,1.1,-3,-9,-10,0.9,0.8,-3,1
CCN(Cc1ccccc1)C(=O)COC(=O)c1cc(Cl)nc(Cl)c1,6,1,1.1,1,-11,2,1,0.9,-1,1
O=[N+]([O-])C(=C1Nc2ccccc2N1)C(Cl)=C(Cl)Cl,45,0.8,1,-9,-6,14,0.7,0.5,-4,1
CC(=O)c1c(C(=O)O)[nH]c(C(=O)O)c1C,10,1.1,1,-8,-11,1,-0.1,0.9,-3,1
Cc1cc(NC(=O)COC(=O)c2ccco2)no1,5,1,1,-1,-6,19,1,1,-3,1
COc1cc(C(CC(=O)O)n2cnnn2)ccc1OC(C)C (configuration not stated),0,1.1,1,-2,-13,6,1.2,1,-5,1
CCN(CC)CCCNC(=O)C1CCN(C(=O)c2cc3sccc3n2Cc2ccc(F)cc2)CC1,15,0.9,1,0,-7,8,0.9,0.8,0,1
CC(=O)N(C(C)=O)c1c(N2CCOCC2)c2ccccc2oc1=O,16,0.9,1.1,2,-12,-3,0.9,0.8,-3,1
COCCNC(=O)CNC(=S)N(CCCN1CCOCC1)Cc1cccs1,16,1.1,1.1,-11,-21,3,1,0.8,-6,1.1
